Pf Dd2 inh: blocks growth of Plasmodium falciparum Dd2 parasites | P. falciparum Dd2 growth, SYBR Green, 72 h; stronger effect = lower value | activity change, % at 10 µM | actives 2.3% (n = 94,000); in the data active = activity change below about -80%; inconclusive = no clear call, values can overlap the other calls
C diff HTS: inhibitors of Clostridium difficile growth; growth activity, negative = inhibition, % at 16 µg/mL (by protocol); Clostridium difficile clinical isolate growth, OD600, 24 h; stronger effect = lower value; actives 0.25% (n = 86,000);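 active = mean growth activity at or below -80% and every replicate also at or below -80%; inconclusive = mean at or below -80% but some replicate above -80%; inactive = mean growth activity above -80%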;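 note: 0% = DMSO wells and -100% = levofloxacin 16 µg/mL wells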
Tcruzi prolif: inhibitors of T. cruzi proliferation | T. cruzi beta-gal in NIH3T3, GalScreen luminescence, 90 h | inhibition, % at 8.34 µM | actives 5.9% (n = 77,000);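 active = mean inhibition above about 93%, with at least 55% of replicates each passing it, limit read from the data, passing the limit was not always enough; inconclusive = only one of those two conditions holds; inactive = neither condition holds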
GASC1 inh: KDM4C (human) demethylase inhibition; Q9H3R0; GST-KDM4C 2-372, H3K9me3 peptide, LANCE TR-FRET; inhibition, % at 12.5 µM; actives 0.15% (n = 96,000); AID 720574;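 active = mean replicate inhibition above about 25%, with at least 55% of replicates also reaching it, limit read from the data, passing the limit was not always enough; inconclusive = only one of those two conditions met; inactive = neither condition met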
Target sequence (Q9H3R0 2-372 limits assumed): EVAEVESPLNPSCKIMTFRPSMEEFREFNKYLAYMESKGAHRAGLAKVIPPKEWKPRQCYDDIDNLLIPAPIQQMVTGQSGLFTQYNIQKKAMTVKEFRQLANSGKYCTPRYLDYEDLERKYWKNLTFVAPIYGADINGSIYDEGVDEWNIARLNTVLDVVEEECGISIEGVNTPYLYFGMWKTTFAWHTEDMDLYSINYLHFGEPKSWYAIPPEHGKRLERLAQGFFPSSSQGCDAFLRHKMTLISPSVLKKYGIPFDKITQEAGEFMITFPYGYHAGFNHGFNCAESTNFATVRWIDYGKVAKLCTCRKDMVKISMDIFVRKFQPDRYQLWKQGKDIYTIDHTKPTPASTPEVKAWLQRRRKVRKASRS
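Material: GST-tagged GASC-1 (JMJD2C) catalytic fragment, aa 2-372. Input: enzyme final amount 10 nM. Medium: HEPES buffer, pH 7.5, plus ascorbate. Reagent: H3K9me3 peptide substrate, Fe(II), 2-oxoglutarate. Doses: single dose. Times: reaction 30 min RT, detection step 1 h RT. Measured by: LANCE TR-FRET. Evaluation: Fall in 671/618 emission ratio as inhibition.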
* hit, by the source's call; ? = inconclusive; nt = no result given; & = joins results of further samples.

Every second line gives: Pf Dd2 inh, C diff HTS, Tcruzi prolif, GASC1 inh
O=C(C[C@H]1C=C[C@@H](NC(=O)NC2CCCC2)[C@@H](CO)O1)NCc1ccc(F)cc1
→ 5, 0, -100, 1.4
O=C(c1ccncc1)N1CC[C@@H]2[C@H](CO)Nc3ccc(-c4ccc(F)cc4)cc3[C@@H]21
→ -2, -1, 72, -1.0
C[C@@H]1CN([C@H](C)CO)C(=O)Cc2cc(NC(=O)Nc3ccc(C(F)(F)F)cc3)ccc2O[C@@H]1CN(C)S(=O)(=O)c1ccc(F)cc1
→ 15, nt, 41, -0.2
CS(=O)(=O)N1CC2(C1)[C@H](c1ccccc1)[C@H](CO)N2C(=O)c1ccccc1
→ 7, 3, nt, 0.4
COc1ccc(S(=O)(=O)N(C)C[C@H]2Oc3ccc(NC(=O)Nc4ccc(F)cc4)cc3C(=O)N([C@@H](C)CO)C[C@H]2C)cc1
→ -2, nt, 33, 0.8
CCC(=O)N1C[C@@H]2[C@H](c3ccccc31)[C@H](CO)N2Cc1ccccc1Cl
→ -1, -11, 42, -2.0
CCS(=O)(=O)N1CCC2(CC1)CN(Cc1ccccc1)[C@@H](CO)c1c2c2ccc(OC)cc2n1C
→ -11, 2, nt, -0.2
C[C@H]1CCCCO[C@@H](CN(C)C(=O)Nc2ccccc2)[C@@H](C)CN([C@@H](C)CO)C(=O)c2cc(NC(=O)CCC(F)(F)F)ccc2O1
→ nt, 1, nt, -0.9
O=C(C[C@H]1C=C[C@@H](NS(=O)(=O)c2ccccc2F)[C@H](CO)O1)NCCCN1CCOCC1
→ -1, 1, -51, 0.2
CCCNC(=O)N1C[C@H](C)[C@H](OC)CN(C)C(=O)c2ccc(NC(=O)CC)cc2OC[C@@H]1C
→ 3, 3, 20, 5.3
CO[C@H]1CN(C)C(=O)c2cc(NS(C)(=O)=O)ccc2OC[C@@H](C)N(C(=O)CN(C)C)C[C@H]1C
→ 20, 0, 38, 0.8
Cc1ccc(S(=O)(=O)N(C)C[C@H]2Oc3c(NC(=O)c4cnccn4)cccc3C(=O)N([C@@H](C)CO)C[C@@H]2C)cc1
→ -29, -2, 61, -0.5
COc1ccccc1-c1ccc2c(c1)O[C@@H](CN(C)C(C)=O)[C@H](C)CN([C@@H](C)CO)S2(=O)=O
→ 5, 1, 7, 0.1
C[C@H]1CCCCO[C@H](CN(C)C(=O)Nc2ccccc2)[C@@H](C)CN([C@@H](C)CO)C(=O)c2cc(NC(=O)c3ccccc3)ccc2O1
→ -73, nt, 74, -1.4
Cc1ccc(S(=O)(=O)Nc2ccc3c(c2)C(=O)N([C@H](C)CO)C[C@H](C)[C@H](CN(C)Cc2ccc(Cl)c(Cl)c2)O3)cc1
→ -17, 31, ?, -2.3

Ordered by value in C diff HTS (low to high): some entries from above
smiles	C diff HTS
Cc1ccc(S(=O)(=O)N(C)C[C@H]2Oc3c(NC(=O)c4cnccn4)cccc3C(=O)N([C@@H](C)CO)C[C@@H]2C)cc1	-2
O=C(C[C@H]1C=C[C@@H](NC(=O)NC2CCCC2)[C@@H](CO)O1)NCc1ccc(F)cc1	0
CCCNC(=O)N1C[C@H](C)[C@H](OC)CN(C)C(=O)c2ccc(NC(=O)CC)cc2OC[C@@H]1C	3

Other results follow:
Every second line gives: Pf Dd2 inh, C diff HTS, Tcruzi prolif, GASC1 inh
O=C(C1CC1)N1CC[C@@H]2[C@@H](CO)Nc3ccc(-c4cccc(F)c4)cc3[C@@H]21
→ -5, -22, 109*, 2.3
COCCN(C[C@@H]1N[C@@H](CO)[C@@H]1c1ccc(-c2cccc(F)c2)cc1)C(C)=O
→ 2, -9, 105*, 1.8
CCNC(=O)C[C@H]1CC[C@H]2[C@@H](COc3ccc(NC(=O)C4CCOCC4)cc3C(=O)N2C)O1
→ 10, -2, 8, 4.9
CO[C@H]1CN(C)C(=O)c2ccc(NC(=O)C3CC3)cc2OC[C@H](C)N(C(=O)C2CCOCC2)C[C@H]1C
→ nt, nt, 33, 2.6
C[C@@H]1CN([C@H](C)CO)C(=O)c2cccc(NC(=O)c3cnccn3)c2O[C@@H]1CN(C)C(=O)Nc1ccc(C(F)(F)F)cc1
→ -34, -1, 24, -1.1
Cc1ccc(S(=O)(=O)Nc2ccc3c(c2)CC(=O)N([C@@H](C)CO)C[C@@H](C)[C@@H](CN(C)S(C)(=O)=O)O3)cc1
→ 6, 16, 24, -0.5
Cc1ccc(-c2ccc3c(c2)O[C@H](CN(C)C(=O)C2CC2)[C@@H](C)CN([C@@H](C)CO)S3(=O)=O)cc1
→ -19, nt, 94, 0.2
CO[C@H]1CN(C)C(=O)c2ccc(NC(=O)C3CC3)cc2OC[C@@H](C)N(CCc2ccccc2)C[C@H]1C
→ 16, nt, 14, 0.1
C/C=C/c1cnc2c(c1)C(=O)N([C@H](C)CO)C[C@@H](C)[C@@H](CN(C)CC1CCOCC1)O2
→ 54, 0, -40, -0.2
CC=Cc1ccc2n(c1=O)C[C@@H]1[C@@H](CO)[C@H](C(=O)OC)N(C(C)=O)[C@H]21 (mixture of isomers)
→ nt, 3, 25, -1.2
C[C@H](CO)N1C[C@H](C)[C@H](CN(C)C)OCCCC[C@H](C)Oc2ccc(NS(=O)(=O)c3cn(C)cn3)cc2C1=O
→ 13, -3, -29, -0.5
C[C@@H]1CN([C@@H](C)CO)C(=O)Cc2cc(NS(=O)(=O)c3cn(C)cn3)ccc2O[C@@H]1CN(C)C
→ 16, 5, -6, -1.3
CCCNC(=O)N1C[C@@H](C)[C@H](OC)CN(C)C(=O)c2ccc(NC(C)=O)cc2OC[C@@H]1C
→ 20, 5, nt, 0.5
CCCN(C)C[C@@H]1OCCCC[C@@H](C)Oc2ccc(NS(=O)(=O)c3ccccc3)cc2C(=O)N([C@H](C)CO)C[C@@H]1C
→ -16, 0, 54, -0.5
COc1ccccc1-c1ccc([C@H]2[C@H](C#N)N(C(=O)CN(C)C)[C@H]2CO)cc1
→ -15, 1, 59, -0.5
COc1ccc(S(=O)(=O)N(C)C[C@@H]2OCCCC[C@@H](C)Oc3ccc(NC(=O)NC4CCCCC4)cc3C(=O)N([C@H](C)CO)C[C@H]2C)cc1
→ -71, 3, 70, -2.0
COc1ccc(NC(=O)Nc2ccc3c(c2)C(=O)N([C@H](C)CO)C[C@H](C)[C@@H](CN(C)Cc2ccc4c(c2)OCO4)OCCCC[C@@H](C)O3)cc1
→ -65, 9, 54, 0.2
COc1ccc(NC(=O)Nc2ccc3c(c2)CC(=O)N([C@@H](C)CO)C[C@H](C)[C@@H](CN(C)CC2CCCCC2)O3)cc1
→ -22, -3, 25, -1.5
CC(C)NC(=O)N(C)C[C@H]1Oc2c(NC(=O)c3cnccn3)cccc2C(=O)N([C@H](C)CO)C[C@@H]1C
→ 9, 3&2, nt, 1.1
COc1ccc2c3c([nH]c2c1)[C@H](CO)N(C(=O)Nc1ccc(F)cc1)CC31CCN(Cc2cc(-c3ccccc3)on2)CC1
→ -87*, 4, nt, 0.1
C[C@H](CO)N1C[C@H](C)[C@H](CN(C)S(=O)(=O)c2cccc(F)c2)Oc2cc(Br)ccc2S1(=O)=O
→ 8, 19, 117*, -0.5
O=C(C[C@@H]1C[C@@H]2c3cc(NC(=O)Nc4ccc(C(F)(F)F)cc4)ccc3O[C@@H]2[C@H](CO)O1)NCc1ccc2c(c1)OCO2
→ 0, 2, 45, -3.1
C[C@H](CO)N1C[C@H](C)[C@H](CN(C)Cc2ccc(-c3ccccc3)cc2)Oc2ccc(NS(=O)(=O)c3ccccc3)cc2C1=O
→ 34, 40, 70, -1.9
CC(C)C#Cc1ccc2c(c1)O[C@@H](CN(C)C(=O)c1cccc(F)c1)[C@@H](C)CN([C@@H](C)CO)S2(=O)=O
→ -72, 13, 95, 0.5
O=C(NC1CCCCC1)N1CC(=O)N2[C@H](C1)[C@H](c1ccc(-c3cccc(F)c3)cc1)[C@@H]2CO
→ 11, -11, nt, -0.6
CO[C@H]1CN(C)C(=O)c2cc(NC(=O)C3CC3)ccc2OC[C@@H](C)N(Cc2cccc(F)c2)C[C@@H]1C
→ -60, nt, 80, 1.4
O=C(N[C@H]1CC[C@@H](CCNC(=O)C2CCOCC2)O[C@@H]1CO)c1ccccn1
→ 15, 1, 23, 1.2
COc1cccc(C(=O)Nc2ccc3c(c2)OC[C@@H](C)N(C(C)=O)C[C@@H](C)[C@H](OC)CN(C)C3=O)c1
→ -5, nt, -9, 0.7
O=C(C[C@@H]1C=C[C@H](NS(=O)(=O)c2ccccc2)[C@H](CO)O1)NCCN1CCCCC1
→ 11, 2, -38, 2.4
COc1ccc(S(=O)(=O)Nc2ccc3c(c2)CC(=O)N([C@H](C)CO)C[C@H](C)[C@@H](CN(C)C(=O)Nc2ccc(F)cc2)O3)cc1
→ 12, -5, 9, -0.1
C[C@@H]1CN([C@H](C)CO)C(=O)c2cc(NS(=O)(=O)c3cccs3)ccc2O[C@@H](C)CCCCO[C@H]1CN(C)Cc1ccccc1
→ -20, nt, nt, -0.5
CCC(=O)Nc1ccc2c(c1)OC[C@@H](C)N(C(=O)CN(C)C)C[C@H](C)[C@@H](OC)CN(C)C2=O
→ 20, nt, -15, 0.5
C[C@@H]1CCCCO[C@H](CN(C)Cc2ccccc2)[C@H](C)CN([C@@H](C)CO)C(=O)c2cc(NC(=O)c3ccncc3)ccc2O1
→ -14, -6, 84, 0.0
C[C@H]1CN([C@@H](C)CO)C(=O)c2cc(N(C)C)ccc2O[C@H]1CN(C)S(=O)(=O)c1ccccc1
→ -63, -2, 18, 2.9
C[C@@H]1CN([C@H](C)CO)C(=O)c2cc(C#C[C@@H](C)O)cnc2O[C@H]1CN(C)Cc1cncnc1
→ 18, -1, 28, 0.5
C[C@@H]1CN([C@H](C)CO)C(=O)c2cc(NC(=O)Cc3ccccc3)ccc2O[C@H]1CN(C)C(=O)Nc1cccc2ccccc12
→ 19, 0, 25, -1.0
CC(=O)N1CC(=O)N2[C@H](CO)[C@@H](c3ccc(-c4ccncc4)cc3)[C@H]2C1
→ 10, -3, nt, -0.4
Cc1ccc(S(=O)(=O)Nc2ccc3c(c2)C(=O)N([C@H](C)CO)C[C@@H](C)[C@@H](CN(C)Cc2ccc(C(F)(F)F)cc2)OCCCC[C@H](C)O3)cc1
→ -80, 2, nt, -0.7
C[C@H](CO)N1C[C@H](C)[C@@H](CN(C)Cc2ccncc2)Oc2ccc(NC(=O)CCC(F)(F)F)cc2CC1=O
→ 2, -2, -8, 0.6
Cc1ccc(S(=O)(=O)Nc2ccc3c(c2)C(=O)N([C@H](C)CO)C[C@@H](C)[C@H](CN(C)C(=O)NC2CCCCC2)OCCCC[C@H](C)O3)cc1
→ -38, -7, 79, -0.2
O=C(CCN1CCCCC1)N[C@@H]1CC[C@@H](CCNS(=O)(=O)c2ccccc2)O[C@@H]1CO
→ 9, nt, 66, 0.1
CC(C)C#Cc1cnc2c(c1)C(=O)N([C@H](C)CO)C[C@H](C)[C@@H](CN(C)Cc1cccc(F)c1)O2
→ -44, -2, 67, nt
COc1ccc2c3c(n(C)c2c1)[C@@H](CO)N(C(=O)CC1CC1)CC31CCN(C(=O)C2CCCC2)CC1
→ -62, -5, nt, -0.3
O=C(C[C@@H]1CC[C@@H](NC(=O)CC2CC2)[C@H](CO)O1)NCc1ccc(-c2ccccc2)cc1
→ -3, 2, 36, -1.9
COCc1cn(CC[C@H]2CC[C@H](NC(=O)Nc3ccc(F)cc3)[C@@H](CO)O2)nn1
→ 16, 0, -15, -1.0
CCC(=O)Nc1ccc2c(c1)OC[C@H](C)N(Cc1nccs1)C[C@@H](C)[C@@H](OC)CN(C)C2=O
→ -11, 0, -2, 0.7
CCCNC(=O)N1CC2(C1)CN(C(=O)c1cccnc1)[C@H](CO)c1[nH]c3cc(OC)ccc3c12
→ 35, 2, nt, -0.8
O=C(c1cnccn1)N1CC(=O)N2[C@H](CO)[C@@H](c3ccc(C#CCC4CCCC4)cc3)[C@H]2C1
→ -4, -28, nt, -0.4
C[C@@H]1CN([C@@H](C)CO)C(=O)c2cccc(NS(C)(=O)=O)c2O[C@@H]1CN(C)Cc1ccc2c(c1)OCO2
→ 3, 4, -35, 0.7
Cc1ccc(CN2CC(=O)N3[C@H](CO)[C@H](c4ccc(Br)cc4)[C@@H]3C2)cc1
→ 25, -4, nt, 4.6
C[C@@H]1CN([C@H](C)CO)S(=O)(=O)c2ccc(C3=CCCCC3)cc2O[C@H]1CN(C)S(=O)(=O)c1ccc(F)cc1
→ -57, 15, 122*, -1.5
CCCC(=O)Nc1ccc2c(c1)OC[C@@H](C)N(CCC)C[C@H](C)[C@@H](OC)CN(C)C2=O
→ 5, -2, -19, -0.4
COc1ccccc1CNC(=O)C[C@@H]1CC[C@H]2[C@@H](COC[C@H](O)CN2C(=O)Nc2ccc(F)cc2)O1
→ 19, -4&-8, -18, 1.4

Rewritten with bars between the fields: part of the list above.
smiles | Pf Dd2 inh | C diff HTS | Tcruzi prolif | GASC1 inh
CCC(=O)Nc1ccc2c(c1)OC[C@H](C)N(Cc1nccs1)C[C@@H](C)[C@@H](OC)CN(C)C2=O | -11 | 0 | -2 | 0.7
CCCNC(=O)N1CC2(C1)CN(C(=O)c1cccnc1)[C@H](CO)c1[nH]c3cc(OC)ccc3c12 | 35 | 2 | nt | -0.8
